# Compound activity: PubChem BioAssay, Sanford-Burnham Center for Chemical Genomics
# CXCR6 inh – CXCR6 receptor inhibitors, primary screen, cell-based, beta-arrestin, luminescence, CHO-K1 PathHunter, 1536-well; C-X-C chemokine receptor type 6 (Homo sapiens), O00574; inhibition, % at 20 µM; hit rate 0.36% among 360,000; AID 602244, 2012; in the data active = inhibition above about 34%, passing the limit was not always enough;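 note: antagonist mode with CXCL16 agonist at 10 nM final; 0% = 10 nM CXCL16 with DMSO and 100% = unstimulated wells without agonist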
# Target sequence (O00574 whole entry, looked up): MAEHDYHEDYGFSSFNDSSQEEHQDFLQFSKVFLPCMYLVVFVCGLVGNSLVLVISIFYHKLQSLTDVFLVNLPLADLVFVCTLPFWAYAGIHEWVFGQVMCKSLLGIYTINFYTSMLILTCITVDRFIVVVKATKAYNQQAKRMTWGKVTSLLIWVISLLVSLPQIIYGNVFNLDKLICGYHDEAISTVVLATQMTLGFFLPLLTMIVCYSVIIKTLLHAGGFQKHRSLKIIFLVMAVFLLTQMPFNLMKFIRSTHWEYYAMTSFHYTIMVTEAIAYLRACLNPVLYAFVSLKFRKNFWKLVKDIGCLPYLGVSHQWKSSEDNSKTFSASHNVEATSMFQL
# Mdm2 MdmX PPI – inhibitors of human Mdm2-MdmX association, primary screen, cell-based, luminescence, split luciferase, SaOS-2, uHTS. inhibition, % at 8 µM. SaOS-2 split-luciferase Mdm2/MdmX complementation. hit rate 3% among 330,000. AID 485346, 2010;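 active = inhibition of at least 50% at 8 µM in the primary screen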
# Jurkat NFkB inh – inhibitors of induced NF-kB luciferase reporter, primary screen, TCR NF-kB activation inhibitor project, cell-based, luminescence, uHTS. AID 435003, 2010. inhibition, % at 4 µM. hit rate 0.53% among 330,000. Jurkat, PMA/ionomycin-induced NF-kB luciferase reporter; in the data active = inhibition above about 50%
# EBI2 block – EBI2 receptor antagonists, beta-arrestin recruitment, primary screen, cell-based, luminescence, 7a,25-OHC stimulation, uHTS; hit rate 0.81% among 360,000; 7a,25-OHC stimulated; G-protein coupled receptor 183 (Homo sapiens), P32249; inhibition, % at 5 µM; in the data active = inhibition above about 38%;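 note: enzyme fragment complementation signal reports receptor beta-arrestin coupling in cells; 0% = agonist plus DMSO wells and 100% = wells without agonist; some results beyond the cut were filed as inactive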
# Target sequence (P32249 whole entry, looked up, the tested form may be a part): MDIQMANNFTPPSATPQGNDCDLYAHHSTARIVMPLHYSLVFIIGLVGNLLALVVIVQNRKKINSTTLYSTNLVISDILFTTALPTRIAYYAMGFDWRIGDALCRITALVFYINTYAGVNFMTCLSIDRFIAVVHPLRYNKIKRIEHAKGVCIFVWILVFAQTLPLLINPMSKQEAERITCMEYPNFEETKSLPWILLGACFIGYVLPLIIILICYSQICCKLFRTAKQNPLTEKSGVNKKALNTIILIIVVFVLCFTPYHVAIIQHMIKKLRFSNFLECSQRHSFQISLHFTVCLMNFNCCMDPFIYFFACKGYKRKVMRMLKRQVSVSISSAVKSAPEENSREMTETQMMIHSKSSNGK
# UPR CHOP act – activators of apoptotic CHOP UPR arm, primary screen, cell-based, CHO-CHOP luciferase reporter, luminescence, uHTS; UPR activation; percent of tunicamycin response over DMSO baseline; AID 449763, 2010; hit rate 0.34% among 330,000; activation, % at 10 µM;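 active = at 10 µM dose, activation of 40% or more, normalized to positive control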;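 note: 100% = tunicamycin at 10 µg/mL and 0% = DMSO alone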
#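 Material: CHO-CHOP cells, stable luciferase reporter of PERK-eIF2a-CHOP signalling; quantity: 500 reporter cells seeded per well; buffer or medium: F12 medium containing 10% fetal bovine serum; compound: one dose, 10 µM in 0.5% DMSO; incubation: 6 h compound treatment, 37 °C; measured by: Steady-Glo luciferase luminescence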
# UPR XBP1 act – activators of adaptive XBP1 UPR arm, primary screen, cell-based, CHO-XBP1 luciferase reporter, luminescence, uHTS. IRE1-XBP1 UPR activation; percent of tunicamycin response, DMSO as zero. activation, % at 20 µM. hit rate 0.33% among 330,000. AID 463104, 2010;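 active = versus positive control, 20 µM dose yields 30% or more activation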;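 note: 100% = tunicamycin at 10 µg/mL and 0% = DMSO only wells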
#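 Signal: luciferase luminescence; Assay system: CHO-XBP1 luciferase reporter cells; Amount: one thousand reporter cells per well; Dosing: 20 µM single concentration, DMSO 1%; Benchmarks: high control tunicamycin 10 µg/mL final, low control DMSO vehicle only; Schedule: 6 h compound exposure at 37 °C, 5% CO2; Evaluation: percent activation relative to tunicamycin reference.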
# Gli-Sufu block – Gli-Sufu pathway antagonists, primary screen, luciferase luminescence, Sufu-KO-LIGHT cells, uHTS. AID 588413, 2011. inhibition, % at 5 µM. Sufu-KO-LIGHT fibroblasts, Gli luciferase reporter luminescence. hit rate 0.74% among 340,000;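 active = inhibition above about 55%, limit read from the data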;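 note: 0% = DMSO-treated cells and 100% = wells with medium but no cells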
# 697 NFkB inh – inhibitors of PMA/ionomycin-induced NF-kB reporter, 697 cells, primary screen, B-cell NF-kB inhibitor project, cell-based, luminescence, uHTS; hit rate 0.33% among 330,000; 697 B-cell NF-kB luciferase reporter, 16 h; inhibition, % at 4 µM; in the data active = inhibition above about 35%
# CCR6 antagonist – CCR6 receptor antagonists, primary screen, cell-based, CHO-K1, luminescence, beta-arrestin, uHTS; C-C chemokine receptor type 6 (Homo sapiens), P51684; CHO-K1 CCR6 PathHunter beta-arrestin, CCL20-stimulated; inhibition, % at 20 µM; hit rate 0.49% among 340,000;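 active = compounds whose inhibition of the agonist-driven luminescence signal at 20 µM reaches about 50%, limit read from the data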;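 note: cells stimulated with CCL20 at 14 nM final; plate controls were DMSO with CCL20 for no effect and DMSO without agonist for full effect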
# Target sequence (P51684 whole entry, looked up): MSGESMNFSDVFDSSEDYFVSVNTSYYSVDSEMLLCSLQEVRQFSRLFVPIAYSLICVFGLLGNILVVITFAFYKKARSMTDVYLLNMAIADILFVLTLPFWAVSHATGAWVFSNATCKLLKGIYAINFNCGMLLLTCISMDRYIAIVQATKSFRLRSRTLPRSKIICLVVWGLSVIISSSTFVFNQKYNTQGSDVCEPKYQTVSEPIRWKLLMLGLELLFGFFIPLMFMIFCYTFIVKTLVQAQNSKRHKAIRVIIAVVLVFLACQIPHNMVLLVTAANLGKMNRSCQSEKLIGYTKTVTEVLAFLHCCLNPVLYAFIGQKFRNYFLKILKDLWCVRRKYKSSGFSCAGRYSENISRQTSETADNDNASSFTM
# Active calls of the source: *; / = not tested or not shown.
SMILES,CXCR6 inh,Mdm2 MdmX PPI,Jurkat NFkB inh,EBI2 block,UPR CHOP act,UPR XBP1 act,Gli-Sufu block,697 NFkB inh,CCR6 antagonist
CC(C)(C)OC(=O)NCCCCCNC(=O)c1[nH]cnc1C(=O)Nc1ccc(Cl)cc1,1,64*,4,-24,4.3,4,9,-9,8
O=C(N[C@H]1CC1c1ccccc1)c1ccc([N+](=O)[O-])cc1 (some centres not stated),-18,-62,-85,7,2.5,0,-62,-162,1
Clc1ccc2nc(CSc3nc4ccccc4o3)cn2c1,-2,-89,-110,6,0.4,-1,-68,-130,3
CCN(CC(=O)Nc1c(F)cccc1F)C(=O)C1CC1C (configuration not stated),4,11,-13,-10,-1.5,-2,15,-13,-5
CCCCN(C(=O)c1cccs1)C1CCS(=O)(=O)C1 (configuration not stated),-6,13,-3,-8,0.2,-1,-15,15,-9
Cc1cc(C(=O)CN2C(=O)C(=O)N(Cc3ccccc3)C2=O)c(C)n1Cc1ccc(F)cc1,4,27,19,-7,-2.2,-2,-7,5,-1
O=C(Cn1cnc2ccccc2c1=O)Nc1nnc(SCc2ccccc2)s1,5,7,-14,-2,-3.3,-4,-20,12,4
COc1ccc(-c2[nH]ncc2-c2ccc(Cl)cc2)c(O)c1,1,44,2,-8,-1.0,-1,0,-22,-3
O=C(Nc1ccc(NC(=O)C2CC2)nc1)c1cccs1,0,5,-39,0,3.3,2,-30,-25,-5
CC1=C(C(=O)N(C)C)C(c2ccc(Cl)c(Cl)c2)NC(=O)N1 (configuration not stated),-6,14,0,7,0.4,0,-2,20,-10
C=CCN1C(=O)C(Cc2ccc(F)cc2)S/C1=N/N=C/c1ccco1 (configuration not stated),-5,10,7,-3,-0.1,0,5,-1,8
CC(=O)C1=C(C)NC(SCSc2ccccc2)=C(C#N)C1c1cccnc1 (configuration not stated),/,13,-1,/,0.1,1,2,-22,10
Nc1nc(Nc2ccccc2)nc2ccccc12,-4,-217,-112,-17,2.7,9,-90,-145,6
CNc1c([N+](=O)[O-])cnn1-c1cccc(Cl)n1,1,9,2,-1,1.0,-3,-11,8,6
Cc1ccc(/C=N\NC(=O)Cc2cccn2C)o1,-4,2,0,5,-1.9,-3,4,11,5
OCC1(CCOc2ccccc2)CCN(CCCn2cccn2)CC1,5,-18,-12,2,0.1,2,17,2,3
COC(=O)N1C(=O)[C@](c2ccc(OC)cc2)(C(C)C)N1C(=O)OC,6,42,-3,1,-0.1,-1,-9,22,20
COc1ccccc1C(CCNCc1ccccc1)c1ccc(OC(C)C)cc1 (configuration not stated),2,61*,16,19,0.5,-6,32,-23,28
COc1ccc(N(C)C(=O)c2cn(C)c(=O)c3cc(OC)c(OC)cc23)cc1,-3,20,13,-15,1.5,-4,-4,12,4
Fc1ccc(CNc2nc3ccccc3n3nnnc23)cc1,-4,54*,-26,3,0.6,1,-7,-17,0

# A section from further up, for reference:
SMILES,CXCR6 inh,Mdm2 MdmX PPI,Jurkat NFkB inh,EBI2 block,UPR CHOP act,UPR XBP1 act,Gli-Sufu block,697 NFkB inh,CCR6 antagonist
CC(C)(C)OC(=O)NCCCCCNC(=O)c1[nH]cnc1C(=O)Nc1ccc(Cl)cc1,1,64*,4,-24,4.3,4,9,-9,8
O=C(N[C@H]1CC1c1ccccc1)c1ccc([N+](=O)[O-])cc1 (some centres not stated),-18,-62,-85,7,2.5,0,-62,-162,1
Clc1ccc2nc(CSc3nc4ccccc4o3)cn2c1,-2,-89,-110,6,0.4,-1,-68,-130,3

# Following part.
SMILES,CXCR6 inh,Mdm2 MdmX PPI,Jurkat NFkB inh,EBI2 block,UPR CHOP act,UPR XBP1 act,Gli-Sufu block,697 NFkB inh,CCR6 antagonist
Cc1ccc(NC2Nc3cc(C)nn3S2)c(C)c1 (configuration not stated),-6,-33,-51,4,2.1,0,-36,-70,3
COc1ccc(C)cc1S(=O)(=O)Nc1ccc2c(c1)N(C(C)=O)CCC2,6,6,4,1,-1.6,1,31,-28,-2
CCOc1ccc(CN(C(=O)c2oc3cc(C)ccc3c2C)C2CCS(=O)(=O)C2)cc1 (configuration not stated),10,28,-7,15,-2.6,1,7,-4,12
O=S(=O)(c1ccc2ccccc2c1)N1CCC(c2nc(-c3ccncc3)no2)CC1,-1,20,17,14,0.6,1,5,-34,4
Cn1c(=O)n(Cc2ccc(F)cc2)c(=O)c2c1nc1n2CCCN1C1CCCCC1,2,43,-5,26,-3.4,0,12,3,0
CCCOC(=O)c1ccc(NC(=O)CCC(=O)OCC)cc1,2,-3,-4,5,4.7,6,1,5,-9
O=C(Nc1ccc(COc2ccccc2)cc1)Nc1cccc(C(=O)O)c1,-1,-14,18,-12,-0.6,-6,-17,-33,1
O=c1cc[nH]c2cccc(Cc3ccccc3)c12,1,21,-3,-7,-2.2,0,-3,0,-10
COc1ccc(CCN(C)C(=O)c2ccc(COc3ccccc3)o2)cc1OC,3,17,0,6,1.6,5,7,-28,11
CCOC(=O)C1=C(C)N(c2ccccc2)C(=O)NC1c1cccc([N+](=O)[O-])c1 (configuration not stated),6,-22,3,-4,0.9,-2,5,4,18
CSc1n[nH]c(NCc2cccs2)n1,-7,19,-7,3,0.3,2,1,11,1
O=C(N/N=C/c1cccc(Cl)c1)c1c(O)c2c([nH]c1=O)CCCC2,-3,69*,-49,-6,4.0,1,3,-47,8
CSc1ccc(CNC(=O)CCn2ccc3cc(S(=O)(=O)N4CCCC4)ccc32)cc1,8,33,-5,10,0.6,-4,-2,2,9
CC(C)CCNC(=O)c1ccc(Cn2c(=S)[nH]c3ccccc3c2=O)cc1,8,15,4,-1,0.9,-4,4,-7,9
O=C(Nc1ccc(Br)cn1)c1cccc(C(=O)Nc2ccc(Br)cn2)c1,8,49,18,-15,-2.7,-11,-74,-27,12
O=C(CSc1nc2ccccc2n1CC(=O)N1CCCCC1)N1CCCCC1,-1,28,11,-7,-1.2,-2,3,8,4
CCCCOc1ccc(C)cc1CN(CCO)CCO,10,20,-8,-3,4.0,-3,4,7,-10
COCC(=O)Nc1nc(-c2ccccc2)ns1,8,6,4,0,1.5,2,-12,-6,3
CCOC(=O)Cc1csc(/N=C/c2c(O)n(-c3ccc(C)cc3C)c(=O)c3ccccc23)n1,8,14,8,21,1.6,-5,21,13,17
COc1cc(CCC(=O)Nc2cc(C)cc(C)c2)cc(OC)c1OC,2,12,-5,4,0.9,1,10,10,5
COC(=O)CCC(=O)Nc1ccc(S(=O)(=O)Nc2cc(OC)nc(OC)n2)cc1,-2,2,-28,-3,-0.7,-3,5,3,0
COc1ccc(S(=O)(=O)N(C)c2ccc(C(=O)NCc3ccncc3)cc2)cc1,-3,28,11,6,2.3,-5,2,13,2
CCOC(=O)c1c(C)[nH]c(C)c1C(=O)CSc1nc2ccccc2n1CC,-4,7,-18,5,-1.9,-1,1,7,13
COC(=O)CC1COc2ccccc2N1S(=O)(=O)c1ccc(OC)cc1 (configuration not stated),2,55*,47,0,1.4,-1,3,-27,8
CC/C(=C(/c1ccccc1)c1ccc(OCC[N+](C)(C)C)cc1)c1ccccc1,9,/,/,13,/,/,2,/,6
CN1CCN(C(=O)/C=C/c2cn(-c3ccccc3)nc2-c2ccc3c(c2)OCCO3)CC1,11,35,-19,14,0.0,3,-8,-3,23
CSCCC(NC(=O)c1ccc(Cl)cc1Cl)C(=O)N1CC(C)OC(C)C1 (configuration not stated),0,-9,-17,-13,-2.2,-2,-4,10,4
O=C(CCC(=O)N1CCN(c2ccccc2F)CC1)c1ccc(F)cc1,-8,-31,2,-3,1.5,0,1,4,16
N#CCC(=O)Nc1ccc(C(=O)OCC(=O)N2CCN(C(=O)c3ccco3)CC2)cc1,5,-20,-8,1,-0.6,0,-4,-17,12
O=C(O)CCC(=O)N1c2ccccc2NC2=C(C(=O)CC(c3ccc(F)cc3)C2)C1c1ccc([N+](=O)[O-])o1 (configuration not stated),0,22,0,2,0.1,-6,-1,-21,-5
COC(=O)c1cccc(OC(N)=O)c1,/,24,19,/,0.2,7,1,11,-8
COc1cc(NC(=O)COc2c(C)cc(C)cc2[N+](=O)[O-])c(OC)cc1Cl,13,47,5,15,-1.1,-2,5,-3,29
COc1ccc(C)cc1NC(=O)c1nnn(Cc2cc(C)ccc2C)c1N,3,26,7,8,0.2,-1,4,11,5
Cc1ccc(C)c2[nH]c(=O)c(C(c3nnnn3C3CCCC3)N3CCOCC3)cc12 (configuration not stated),-4,10,-3,4,-1.6,1,-1,0,9
CC(C)(C)c1ccc(OCCC(=O)OCC(=O)N2c3ccccc3NC(=O)C2(C)C)cc1,-6,14,2,6,0.6,0,-6,14,12
CN(C)c1ccc(/C=N/NC(=O)c2ccn(C)n2)cc1,-3,-20,-46,-1,5.2,0,-36,-42,5
Cc1nn(CC(=O)N/N=C/c2ccc3c(c2)OCO3)c(C)c1Br,-4,-1,-2,-4,3.5,-1,-1,-11,-8
COCCOCC(=O)Nc1ccc(S(=O)(=O)Nc2cc(C)nc(C)n2)cc1,-19,5,10,-10,2.2,-5,38,11,16
C[C@H](CO)N1C[C@H](C)[C@@H](CN(C)C(=O)Nc2ccccc2)Oc2ccc(NS(=O)(=O)c3ccccc3)cc2C1=O,2,-40,12,-5,-0.8,-1,-11,8,10
O=C(c1ccc(Cl)c(Cl)c1)N1CCN(Cc2ccc3c(c2)OCO3)CC1,-1,30,13,57*,2.4,-3,12,15,12

# Among those listed so far, these contain a COOH group:
SMILES,CXCR6 inh,Mdm2 MdmX PPI,Jurkat NFkB inh,EBI2 block,UPR CHOP act,UPR XBP1 act,Gli-Sufu block,697 NFkB inh,CCR6 antagonist
O=C(Nc1ccc(COc2ccccc2)cc1)Nc1cccc(C(=O)O)c1,-1,-14,18,-12,-0.6,-6,-17,-33,1
O=C(O)CCC(=O)N1c2ccccc2NC2=C(C(=O)CC(c3ccc(F)cc3)C2)C1c1ccc([N+](=O)[O-])o1 (configuration not stated),0,22,0,2,0.1,-6,-1,-21,-5

# Next structures:
SMILES,CXCR6 inh,Mdm2 MdmX PPI,Jurkat NFkB inh,EBI2 block,UPR CHOP act,UPR XBP1 act,Gli-Sufu block,697 NFkB inh,CCR6 antagonist
COc1ccc([N+](=O)[O-])cc1NC(=O)C(C)OC(=O)C1c2ccccc2Oc2ccccc21 (configuration not stated),1,30,11,18,0.4,-5,7,-13,20
O=c1c(-c2ccccc2)c[nH]n1-c1cccc([N+](=O)[O-])c1,17,-15,10,5,6.0,-1,-25,-40,13
CCc1nc(NCCN)c(C#N)c2c1CSC(C)(C)C2,10,13,-8,2,-1.4,-3,-5,3,4
COc1ccc(C(C)=O)cc1CN(c1ccccc1OC)S(=O)(=O)c1cccs1,4,26,-2,6,1.0,0,-10,1,12
Cc1cc(NC(=O)CSCC(=O)OCC(=O)c2cccc(Br)c2)no1,15,28,-3,2,-0.6,-3,-2,10,21
COc1cc2c(cc1OC)-c1cc(NC3CC3)nc(=O)n1CC2,2,28,-2,-5,-2.7,4,-37,18,9
